Bioassay records from PubChem.
RSV CPE inhibition – RSV antiviral activity via CPE protection, HEp-2 cells, primary 10 µM value included (AID 2391); HEp-2 cells, RSV-induced CPE inhibition; higher % means a stronger effect; one-dose CPE inhibition, % at 10 µM; IC50 in µM for titrated hits; 0.13% of 310,000 active; in the data active means a potency from the dose series; further: strong numbers were not always called active
WT yeast gro inh – growth inhibition of WT strain, primary screen, mitochondrial fusion inhibitor project, WT and mutant strains, chemical genetic | mitochondrial fusion phenotypic screen | inhibition, % at 10 µM | 2.1% of 190,000 active | AID 1362, 2008; in the data active means inhibition above about 58%; tested in S. cerevisiae
Dengue-2 NS5 capping – Dengue-2 NS5 methyltransferase inhibitors, primary screen, biochemical, confirmation dose response (AID 588689). Genome polyprotein (Dengue virus type 2 (strain 16681-PDK53)). Dengue-2 NS5 methyltransferase capping enzyme assay, biochemical; higher % means a stronger effect. one-dose inhibition, % at 25 µM; IC50 in µM for titrated hits. 0.3% of 340,000 active; in the data active means a potency from the dose series
CSM14.1 death rescue – rescue of cells from ER stress-induced death, primary screen, 384-well, CSM14.1, thapsigargin, ATP luminescence (AID 1222). CSM14.1 thapsigargin-induced death rescue, ATP luminescence; higher % means a stronger effect. one-dose cellular ATP content (survival), % at 20 µM; EC50 in µM for titrated hits. 190,000 tested, under 10 active;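 active means EC50 below 50 µM in the dose-response confirmation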;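 further: death triggered by thapsigargin at about 15 µM added after 2 h compound pretreatment; cell ATP read after overnight thapsigargin exposure of roughly 18 to 22 hours; normalized against plate controls of thapsigargin alone and 5% DMSO vehicle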
West Nile virus CPE – West Nile virus antiviral activity, cell-based, CPE readout (AID 1621); West Nile virus-infected cells, CPE inhibition; higher % means a stronger effect; one-dose CPE inhibition, % at 10 µM; IC50 in µM for titrated hits; 0.02% of 290,000 active; in the data active means a potency from the dose series; further: strong numbers were not always called active
Yfh1-off respiration – enhancers of respiration in Yfh1-depleted yeast, dose response, Friedreich's ataxia, plus single-dose screen (AID 1465); fold induction at 50 µM; hits with a dose series show EC50 in µM; 0.074% of 220,000 active; S. cerevisiae Yfh1-off respiration, WST-1 reduction, 72 h; higher fold induction means a stronger effect;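 active means fold induction of absorbance versus untreated yeast above a set limit, then at least 30% activation at any dose in follow-up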;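 further: activators that raise dye reduction in frataxin-depleted yeast; strong numbers were not always called active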
K1F lysis inhibition – inhibition of K1F phage lysis, E. coli UTI89, bacterial capsule biogenesis inhibitors, alamar blue (AID 488966) | E. coli UTI89 K1F phage lysis, alamar blue, 2 h; higher % means a stronger effect | inhibition, % at 100 µM; hits with a dose series show IC50 in µM | 0.02% of 340,000 active;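 active means phage lysis inhibition, versus mean bacterial control, above a set limit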;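 further: capsule biogenesis inhibitors block K1F phage lysis so surviving cells raise fluorescence; higher fluorescence means more inhibition of phage lysis; actives were called in the ten point dose series up to 300 µM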
Large T inhibition – SV40 large T antigen inhibitors, biochemical (AID 1903) | SV40 large T antigen ATPase/helicase inhibition assay; higher % means a stronger effect | 0.39% of 310,000 active | inhibition, % at 20 µM, or IC50 in µM where a hit was titrated; in the data active means a potency from the dose series; further: strong numbers were not always called active
XIAP antagonists – XIAP antagonists, biochemical, IAP family, fluorescence polarization (AID 1018); E3 ubiquitin-protein ligase XIAP (Homo sapiens); XIAP BIR domain, fluorescence polarization peptide displacement; higher % means a stronger effect; one-dose displacement, % at 20 µM; IC50 in µM for titrated hits; 0.007% of 200,000 active; in the data active means displacement above about 50%; further: a part of the inactive calls stands beside numbers as strong as those of hits
WT yeast gro inh mutant strain – further read-out of WT yeast gro inh, marked with its call; inhibition, %; mitochondrial fusion phenotypic screen, mutant strain inhibition
Dengue-2 NS5 capping pilot replicate – further read-out of Dengue-2 NS5 capping, marked with its call; inhibition, %; measured here: pilot screen replicate inhibition
Active calls of the source: *; i = inactive; · = no result given; [ ] = another dose, or the depositor's remark.

SMILES	RSV CPE inhibition	WT yeast gro inh	WT yeast gro inh mutant strain	Dengue-2 NS5 capping	CSM14.1 death rescue	West Nile virus CPE	Yfh1-off respiration	K1F lysis inhibition	Large T inhibition	XIAP antagonists	others
O=C(Nc1ccc(Br)cc1Cl)N1CCOCC1	0.1%	3	10	-6%	0.2%	-0.2%	i	0.2%	5%	-0.7%
CC(C)CC(=O)Nc1cccc(NC(=O)c2ccccc2Cl)c1	2.7%	-15	-13	-1%	-0.5%	-1.7%	i	4.2%	5%	0.3%
S=C(NCc1ccco1)Nc1cccc(Cl)c1Cl	5.4%	·	·	·	·	-0.3%	i	·	22%	·
CCOC(=O)Cn1c(=O)oc2cc(S(=O)(=O)Nc3cc(Cl)ccc3OC)ccc21	2.9%	2	3	-3%	0.6%	0.8%	i	-1.3%	7%	-2.2%
O=C(COC(=O)c1ccc(S(=O)(=O)NCc2ccco2)cc1)NCCC1=CCCCC1	1.4%	-8	-7	-2%	2.2%	0.2%	i	0.0%	4%	-1.6%
O=C(N/N=C/c1ccc([N+](=O)[O-])cc1)c1cc(C2CC2)nc2ccccc12	·	·	·	-5%	·	0.4%	i	2.7%	13%	·
CCOc1ccc(OCc2ccc(C(=O)O)o2)cc1	-1.2%	-30	-37	-6%	-1.2%	0.4%	i	-0.8%	4%	-1.9%
Cc1cc(C(=O)N2CCN(Cc3ccccc3)CC2)on1	1.4%	-4	1	1%	0.2%	0.0%	i	0.1%	14%	-2.8%
CC(C)c1ccc(NC(=O)c2n[nH]c(=O)c3ccccc23)cc1	·	-6	12	1%	-0.6%	-0.3%	i	-0.3%	10%	-3.0%
Cc1nc(N2CCCCC2)c2ccsc2n1	11%	19	28	-1%	-1.1%	-0.9%	i	1.1%	1%	-5.5%
CN(C)Cc1c(O)ccc2c(=O)c(-c3ccccc3Cl)coc12	1.2%	·	·	-3%	·	-0.1%	·	0.2%	7%	·
Nc1nc2ccccc2n1/N=C/c1ccc2c(c1)OCO2	-0.3%	·	·	·	·	-0.2%	i	·	12%	·
O/N=C/c1ccc2cccc(O)c2n1	0.0%	·	·	-1%	·	0.0%	i	0.4%	8%	·
COc1ccc(Nc2nc(NC(C)(C)C)nc(N3CCOCC3)n2)c(OC)c1	3.3%	38	32	-6%	5.6%	-0.4%	i	0.5%	22%	-9.7%
COc1ccccc1C(=O)Nc1ccnn1C1CCN(C(=O)C(C)(C)C)CC1	1.7%	·	·	2%	·	-0.6%	·	-1.3%	5%	·
Cc1noc(C)c1COc1cccc(C(=O)Oc2ccc3c(c2)OCO3)c1	-1.2%	52	8	-3%	-2.9%	0.1%	i	-0.1%	0%	-2.9%
CCOc1ccc(CN(C)CC(=O)Nc2ccc([N+](=O)[O-])cc2Cl)cc1	5.1%	14	3	-3%	-2.3%	-1.1%	i	-3.4%	16%	-14%
CC(NS(=O)(=O)c1ccccc1)C(c1cccs1)N1CCOCC1 (stereo not drawn)	2.0%	16	4	2%	-3.2%	0.0%	i	-0.1%	-9%	0.9%
COc1ccccc1CCc1nnc(CCC(=O)NCCCOc2cccnc2)o1	0.8%	-6	1	·	0.4%	0.5%	i	0.7%	6%	-4.3%
O=C(Nc1ccc(F)c(F)c1)C1CCCN1S(=O)(=O)c1ccc(F)cc1 (stereo not drawn)	3.2%	·	·	-4%	·	-0.9%	·	-0.6%[50 µM]	11%	·
Cc1cccc(NS(=O)(=O)c2cc(NC(=O)CC(=O)c3ccc([N+](=O)[O-])cc3)ccc2C)c1	·	-14	11	·	0.1%	-1.5%	i	·	7%	-5.7%
CC(=O)OC(C)[C@H]1CC[C@H]2[C@@H]3CC[C@H]4C[C@@H](OC(C)=O)CC[C@]4(C)C3=CC[C@]12C (stereo partly drawn)	5.9%	·	·	3%	·	·	·	-0.2%	12%	·
O=S(=O)(c1cccs1)N1CCN(C/C=C/c2ccccc2)CC1	-0.1%	14	11	-1%	·	-0.2%	i	0.1%	0%	-2.5%
O=C(CSC1=NS(=O)(=O)c2cc(Cl)ccc2N1)NCc1ccc(F)cc1	0.3%	·	·	-5%	·	·	·	0.9%[50 µM]	11%	·
CC(=O)c1ccc(N(C(=O)CNC(=O)c2ccco2)C(C(=O)NC2CCCC2)c2cccnc2)cc1 (stereo not drawn)	1.1%	·	·	3%	·	-0.1%	·	0.3%	13%	·
O=C(CC1Sc2ccccc2NC1=O)OCC(=O)N1CCc2ccccc21 (stereo not drawn)	9.6%	-3	8	-5%	·	-0.1%	i	0.3%	-4%	-5.6%
CC(C)CC(=O)NC(=S)Nc1ccc(Cl)cn1	2.1%	4	-10	4%	-2.7%	-0.2%	i	2.7%	13%	-8.6%
Cc1cc(NC(=O)CSc2nc(Cc3ccc(O)cc3)c(C)[nH]2)no1	1.1%	·	·	-5%	·	0.7%	·	0.1%	8%	·
COCCN(C(=O)CSc1nnc2cc(C)c3ccccc3n12)c1c(N)n(Cc2ccccc2)c(=O)[nH]c1=O	3.6%	7	4	-9%	-0.4%	0.5%	i	1.2%	25%	-20%
Cc1cc(C(=O)N/N=C/C=C/c2cccc([N+](=O)[O-])c2)n[nH]1	-0.2%	-9	5	4%	-0.5%	0.0%	i	-0.4%	3%	-8.7%
O=C(NNC(=O)c1cccs1)c1ccc2ccccc2c1	0.8%	8	4	-6%	0.1%	0.6%	i	0.3%	7%	-6.0%
CCN(C(=O)CSc1nnc(Cc2cccc3ccccc23)n1N)C1CCS(=O)(=O)C1 (stereo not drawn)	1.3%	34	11	3%	-1.9%	-0.1%	i	0.1%	14%	-4.4%
COc1cc(OC)c(CN2CCCN(C)CC2)cc1Br	-0.9%	·	·	-3%	·	0.2%	·	0.1%	3%	·
O=C(O)c1cccc(S(=O)(=O)Nc2ccc([N+](=O)[O-])cc2O)c1	1.3%	·	·	13%	·	0.1%	i	0.3%	19%	·
COc1ccc(CN(Cc2ccc(OC)cc2)S(=O)(=O)c2ccc(-n3cnnn3)c(C)c2)cc1	0.2%	-10	12	-6%	-1.2%	1.2%	i	-0.7%	4%	1.1%
COc1ccc(C(=O)NN2CCOCC2)cc1[N+](=O)[O-]	1.1%	·	·	2%	·	-0.1%	·	0.1%	3%	·

Structures above that contain an aryl thioether with sulfur outside any ring (three):
SMILES	RSV CPE inhibition	WT yeast gro inh	WT yeast gro inh mutant strain	Dengue-2 NS5 capping	CSM14.1 death rescue	West Nile virus CPE	Yfh1-off respiration	K1F lysis inhibition	Large T inhibition	XIAP antagonists	others
Cc1cc(NC(=O)CSc2nc(Cc3ccc(O)cc3)c(C)[nH]2)no1	1.1%	·	·	-5%	·	0.7%	·	0.1%	8%	·
COCCN(C(=O)CSc1nnc2cc(C)c3ccccc3n12)c1c(N)n(Cc2ccccc2)c(=O)[nH]c1=O	3.6%	7	4	-9%	-0.4%	0.5%	i	1.2%	25%	-20%
CCN(C(=O)CSc1nnc(Cc2cccc3ccccc23)n1N)C1CCS(=O)(=O)C1 (stereo not drawn)	1.3%	34	11	3%	-1.9%	-0.1%	i	0.1%	14%	-4.4%

Later entries.
SMILES	RSV CPE inhibition	WT yeast gro inh	WT yeast gro inh mutant strain	Dengue-2 NS5 capping	CSM14.1 death rescue	West Nile virus CPE	Yfh1-off respiration	K1F lysis inhibition	Large T inhibition	XIAP antagonists	others
O=c1oc(-c2ccccc2Cl)nc2ccsc12	1.6%	-26	-22	-17%	-0.1%	0.1%	i	1.1%	-1%	-4.6%
COC(=O)c1cc(OC)c(OC)cc1NC(=O)c1ccccc1C	2.8%	4	16	-1%	1.2%	-1.0%	i	0.0%	9%	-6.3%
CCC(=O)Nc1nnc(SCC(=O)Nc2cccc(Cl)c2)s1	6.8%	·	·	1%	·	0.5%	·	2.0%[50 µM]	8%	·
Cc1ccc(SCC(=O)NCCC2=CCCCC2)cc1	3.6%	1	6	2%	-0.3%	0.4%	i	1.1%	1%	-0.2%
O=C(Nc1ccc2c(c1)OCO2)c1cc(C2CC2)on1	0.6%	10	0	3%	-3.5%	-0.3%	i	-1.3%	4%	-4.4%
CCC(=O)Nc1nc2ccc(NC(=O)COc3ccccc3)cc2s1	2.1%	·	·	-3%	·	3.2%	·	0.0%[50 µM]	9%	·
COc1ccccc1-c1cc(C(=O)N/N=C/c2sccc2C)c2ccccc2n1	10%	6	-3	-3%	-1.4%	-0.1%	i	0.9%	9%	-12%
CC(=O)c1ccc(S(=O)(=O)Nc2ccc(-c3ccc4nnc(C)n4n3)cc2)cc1	0.2%	-7	0	1%	-16%	1.2%	i	-0.1%	12%	2.7%
CCNC(=S)Nc1ccc(Cl)cc1	0.6%	2	19	-6%	1.5%	0.1%	i	-1.3%	17%	0.7%
Nc1ccc(C(=O)C(=O)c2ccc(N)cc2)cc1	0.9%	·	·	-5%	·	0.0%	i	0.2%	7%	·
CCOc1ccc(C(C#N)N2CCOCC2)cc1OC (stereo not drawn)	1.9%	28	26	-8%	-2.2%	-0.4%	i	-0.2%	5%	-1.9%
COc1ccc(-n2nc3c(c2NC(=O)c2cc4ccccc4o2)CS(=O)(=O)C3)cc1	1.2%	·	·	1%	·	0.1%	·	0.7%[50 µM]	12%	·
CCOC(=O)c1ccccc1NC(=O)CN(c1ccc(OCC)cc1)S(C)(=O)=O	·	20	5	·	0.8%	-0.9%	i	·	15%	-4.8%
O=C(Cc1cccs1)Nc1nc(-c2ccccc2)cs1	0.0%	8	4	-9%	-0.7%	0.1%	i	-0.1%	10%	-0.7%	Dengue-2 NS5 capping pilot replicate=-1.7
Cn1cc(-c2ccc(Cl)cc2)cc(C#N)c1=O	2.4%	1	12	3%	·	1.1%	i	-0.4%	9%	-5.3%
Cc1cccc(C(=O)N2CCC(N3CCC(C(=O)N4CCOCC4)CC3)CC2)c1	2.1%	·	·	-3%	·	0.1%	·	-0.1%	11%	·
Cc1ccc(NC(=O)CN(C)CC(=O)Nc2cccc(F)c2)cc1[N+](=O)[O-]	-1.0%	24	9	0%	0.5%	-1.4%	i	0.0%	9%	-8.1%
COc1cc(CNc2ccc(N3CCCC3)cc2)ccc1OCc1ccccc1	38%	-2	17	12%	1.9%	1.2%	i	4.1%	10%	-3.3%
C[N+]1(C)CC2=Cc3ccccc3CC2C1 (stereo not drawn)	-1.6%	-19	-5	-7%	-0.6%	0.0%	i	0.1%	·	-6.4%
CC(Oc1ccc(Br)cc1)c1nc2c3ccccc3nc(=S)n2[nH]1 (stereo not drawn)	7.8%	63	72	2%	1.4%	-1.6%	i	0.3%	22%	-3.2%
CCCCc1nc(Cl)c(CO)n1Cc1ccc(-c2ccccc2-c2nn[nH]n2)cc1	0.2%	·	·	-1%	·	-0.2%	·	1.9%	3%	·
CC(=O)Nc1ccc(S(=O)(=O)NC2(C(F)(F)F)NC(=O)N(c3ccc(Cl)cc3)C2=O)cc1 (stereo not drawn)	0.6%	-2	10	-4%	-4.7%	0.6%	i	0.8%	17%	-2.9%
O=C(c1ccco1)N1CCCC(Nc2ccc3c(c2)OCCO3)C1 (stereo not drawn)	0.8%	·	·	-4%	·	-0.2%	·	0.2%	29µM*	·
Cc1nc(SCC(=O)Nc2cccnc2Cl)nc(C)c1C	1.3%	-15	11	4%	0.3%	0.0%	i	0.0%	11%	-9.4%
